# Compound activity from PubChem BioAssay.
# TbHK1 inh = Trypanosoma brucei hexokinase 1 inhibitors, primary screen, biochemical, G6PDH-coupled NADH absorbance, MLSCN library; recombinant TbHK1, G6PDH-coupled NADH A340; actives 0.11% (n = 220,000); AID 1430, 2008; hexokinase 1 [Trypanosoma brucei]; inhibition, % at 10 µM;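 active = inhibition of 50% or more in the single-dose primary screen; inactive = inhibition below 50%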
# p47phox inh = p47phox/p22phox peptide binding inhibitors, primary screen, biochemical, uHTS, NADPH oxidase regulatory subunit; Neutrophil cytosol factor 1 (Homo sapiens), P14598; fluorescence polarization, 2 h; inhibition, % at 24.7 µM; actives 0.53% (n = 220,000); AID 1274, 2008;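 active = inhibition above about 30%, limit read from the data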;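 note: 0% = p47phox with labelled peptide and 100% = labelled peptide alone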
# Target sequence (P14598 whole entry, looked up): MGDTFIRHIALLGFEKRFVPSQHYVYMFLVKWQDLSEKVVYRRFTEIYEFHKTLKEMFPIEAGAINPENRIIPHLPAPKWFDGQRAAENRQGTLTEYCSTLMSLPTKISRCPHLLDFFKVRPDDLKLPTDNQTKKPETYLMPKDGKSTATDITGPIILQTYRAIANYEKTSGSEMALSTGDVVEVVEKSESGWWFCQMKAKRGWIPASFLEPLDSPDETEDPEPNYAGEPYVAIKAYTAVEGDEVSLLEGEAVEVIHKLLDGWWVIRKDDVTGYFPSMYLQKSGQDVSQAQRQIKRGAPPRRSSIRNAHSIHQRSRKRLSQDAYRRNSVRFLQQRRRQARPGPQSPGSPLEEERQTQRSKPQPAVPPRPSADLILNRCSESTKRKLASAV
# PPC-1+TRAIL kill = compounds killing PPC-1 cancer cells with TRAIL present, primary screen, TRAIL potentiator project, ATPLite luminescence, uHTS. PPC-1 cells + TRAIL, ATPLite viability luminescence. cell killing (% activity), % at 4 µM. actives 0.41% (n = 220,000);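 active = cell killing above 50% in the first pass at 4 µM, then a duplicate retest at 5 µM averaging 50% or more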;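 note: plate controls were cells with TRAIL plus DMSO for no effect and medium-only wells lacking cells for full effect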
# Furin inh = human furin inhibitors, primary screen, biochemical, fluorescence intensity. actives 0.061% (n = 220,000). AID 463115, 2010. P09958. purified furin, fluorogenic substrate cleavage. inhibition, % at 30 µM; in the data active = inhibition above about 25%; note: inactives centre near -15
# RBBP9 inh = human RBBP9 inhibitors, primary screen, biochemical, fluorescence polarization, FP-Rh probe, HTS. recombinant RBBP9. inhibition, % at 7.94 µM. actives 0.2% (n = 220,000);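 active = inhibition above the campaign mean of all tested compounds plus 3 SD, cut at about 14% in these data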;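 note: plate controls were DMSO wells with RBBP9 for no effect and wells lacking RBBP9 protein for full effect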
# Target sequence (O75884 whole entry, looked up): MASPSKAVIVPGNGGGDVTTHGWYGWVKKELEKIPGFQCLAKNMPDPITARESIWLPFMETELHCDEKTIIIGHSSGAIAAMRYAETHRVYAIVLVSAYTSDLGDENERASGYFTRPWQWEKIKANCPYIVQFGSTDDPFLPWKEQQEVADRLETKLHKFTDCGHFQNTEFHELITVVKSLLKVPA
#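 Measured by: FP readout at 525/598 nm; material: recombinant human RBBP9; also added: Serine-hydrolase probe FP-Rh, 375 nM pre-mixing; medium: Tris buffer pH 8.0, NaCl, Pluronic; replication: one well per compound; doses: one concentration, 7.94 µM nominal, 0.794% DMSO; timing: preincubation 30 min plus labeling 45 min at 25 °C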
# BaF3 parental = parental Ba/F3 cell viability inhibition, counter-screen for JAK2V617F inhibitor project, murine pro-B, CellTiter-Glo luminescence; actives 1.1% (n = 220,000); inhibition, % at 5.6 µM; CellTiter-Glo ATP luminescence;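 active = inhibition above a per-campaign cutoff, the mean inhibition of all tested compounds plus 3 SD, cut at about 27% in these data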;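 note: 0% = DMSO wells and 100% = JAK Inhibitor I control wells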
# p97 ATPase inh = inhibitors of human p97 ATPase, primary screen, biochemical; recombinant p97 ATPase, Kinase-Glo ATP luminescence, 3 h; inhibition, % at 8 µM; actives 0.42% (n = 220,000); AID 1481, 2009; in the data active = inhibition above about 15%;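 note: 0% = DMSO vehicle and 100% = wells lacking enzyme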
# PGE2 EP2 inh = human EP2 receptor antagonists, primary screen, TR-FRET cAMP, C6 glioma cells; C6 glioma cells expressing human EP2; cells stimulated with saturating PGE2; actives 0.52% (n = 260,000); inhibition, % at 25 µM;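 active = percent inhibition above 40 after rounding to a whole number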;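 note: rat C6 glioma host cells with rolipram phosphodiesterase inhibitor present; the protocol text gives 20 µM as final concentration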
# Target sequence (P43116 whole entry, looked up): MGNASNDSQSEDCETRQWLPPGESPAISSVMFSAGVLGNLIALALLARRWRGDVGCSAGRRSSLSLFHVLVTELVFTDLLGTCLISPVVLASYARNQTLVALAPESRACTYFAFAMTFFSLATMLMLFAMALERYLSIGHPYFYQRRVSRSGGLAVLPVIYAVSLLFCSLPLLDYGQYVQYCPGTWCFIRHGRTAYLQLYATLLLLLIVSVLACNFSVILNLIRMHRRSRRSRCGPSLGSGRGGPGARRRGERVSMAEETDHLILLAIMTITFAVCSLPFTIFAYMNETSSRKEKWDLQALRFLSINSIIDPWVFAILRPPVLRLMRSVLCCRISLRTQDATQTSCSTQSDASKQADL
# Ba/F3 V617F tox = reduced viability of JAK2V617F-dependent Ba/F3 cells, primary screen, JAK2V617F inhibitor project, cell-based, Ba/F3 EpoR-JAK2V617F, luminescence; ATP luminescence; inhibition, % at 5.6 µM; actives 1.1% (n = 220,000);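 active = inhibition above the campaign mean plus 3 SD over all tested compounds, cut at about 24% in these data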;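 note: cytokine-independent growth of Ba/F3 cells driven by EpoR plus mutant JAK2; 0% = DMSO-treated cells and 100% = JAK inhibitor I control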
# * marks the source's active call; other numbers are inactive results; . = not tested or not shown; & = joins results of further samples; [ ] = dose if it differs, or a comment.
# A first look, two compounds:
No.	compound	Furin inh	p97 ATPase inh	p47phox inh	RBBP9 inh	PGE2 EP2 inh	PPC-1+TRAIL kill	Ba/F3 V617F tox	TbHK1 inh	BaF3 parental
1	Fc1cc(NC(=S)NCc2ccc(CNC(=S)Nc3ccc(Cl)c(F)c3)cc2)ccc1Cl	-25	7	-48	-18	10	28	-3	-13	-2
2	O=C(CCNS(=O)(=O)c1ccc(Cl)cc1)N1CCC2(O)CCCCC2C1 (stereo unspecified)	-26	6	-4	-9	6	16	-2	17	6

# Main list, repeating the preview:
No.	compound	Furin inh	p97 ATPase inh	p47phox inh	RBBP9 inh	PGE2 EP2 inh	PPC-1+TRAIL kill	Ba/F3 V617F tox	TbHK1 inh	BaF3 parental
1	Fc1cc(NC(=S)NCc2ccc(CNC(=S)Nc3ccc(Cl)c(F)c3)cc2)ccc1Cl	-25	7	-48	-18	10	28	-3	-13	-2
2	O=C(CCNS(=O)(=O)c1ccc(Cl)cc1)N1CCC2(O)CCCCC2C1 (stereo unspecified)	-26	6	-4	-9	6	16	-2	17	6
3	CCN(C(=O)COC(=O)/C=C/c1ccccc1[N+](=O)[O-])C1CCS(=O)(=O)C1 (stereo unspecified)	-19	3	-6	-11	7	22	-3	-2	7
4	CC(NC(=O)COC(=O)CCc1ccc(S(=O)(=O)N2CCOCC2)cc1)C1CC2CCC1C2 (stereo unspecified)	-10	0	-11	4	4	2	-2	-5	4
5	O=C(CNCc1ccccn1)Nc1cc(C(F)(F)F)ccc1N1CCOCC1	-10	-11	-2	1	11	20	3	-1	0
6	Cc1ccc2cc(C(c3nnnn3CC3CCCO3)N3CCc4ccccc4C3)c(=O)[nH]c2c1 (stereo unspecified)	-16[20 µM]	3	-11	0	5&16	18	0	-19	4
7	COc1ccc(C(=O)Cc2ccc3c(c2)OCO3)c(O)c1	-25	5	-10	-12	9	26	-4	-5	1
8	Cc1nc(NCC2CCCO2)c2nnn(Cc3ccccc3Cl)c2n1 (stereo unspecified)	-8	1	-7	-8	11	8	2	1	3
9	COC(=O)Nc1ncc(CN2CCCCC2)s1	-17[20 µM]	3	-2	-2	14	10	1	-7	6
10	O=C(CN1CCN(S(=O)(=O)c2ccc(Br)cc2)CC1)N/N=C/c1ccc(Br)s1	-21	2	-14	-7	5	.	-3	-14	0
11	CCOC(=O)C1=C(C)NC(C)=C(C(=O)OCC)C1c1ccc(O)cc1	-1	-5	-1	1	11	-2	5	11	11
12	COC(=O)[C@H](CC(C)C)NC(=O)NCCCc1ccccc1	-13	0	2	-1	9	35	-3	-2	0
13	COc1cc(CN2CCC(CO)(Cc3cccc(C(F)(F)F)c3)CC2)ccc1F	-13	2	-10	4	4	0	0	2	1
14	CCCCCOc1ccc(NC(=O)C(=O)NCCCn2ccnc2)cc1	-16[20 µM]	-3	-4	-9	5	15	-2	-3	4
15	COc1ccc(N2CCN(Cc3cc(=O)oc4ccc5ccccc5c34)CC2)cc1	-9	4	-24	-3	9	20	0	-14	5
16	CC(=O)NS(=O)(=O)c1ccc(NC(=O)/C=C/c2ccccc2Cl)cc1	-21[20 µM]	0	3	6	9	7	2	-7	1
17	CCc1nc(OCC(=O)c2ccccc2)c(C#N)c2c1COC(C)(C)C2	-17[20 µM]	-2	-2	1	4	4	-6	-3	2
18	Cc1ccc2nc(-c3ccc(NC(=O)CN4CCN(C(=O)c5ccco5)CC4)cc3)sc2c1	-19	-3	-13	-11	32	22	3	-14	11
19	CC(C)N(C(=O)COC(=O)[C@@H]1CC(O)CN1S(=O)(=O)c1ccccc1[N+](=O)[O-])C(C)C (stereo partly specified)	0	-1	7	-3	8	10	-4	38	-2
20	NC(=S)Nc1nc2ccccc2s1	-25	1	-14	-3	3	9	2	-1	9
21	Cc1ccc(NC(=O)c2ccc(F)cc2)nc1	-29	-1	-8	-2	5	.	0	-6	6
22	COc1ccc(C2C(C(=O)N3CCOCC3)CCC(=O)N2c2ccc(OC)cc2)cc1 (stereo unspecified)	-26	-3	-16	-9	15	2	1	-4	3
23	Cc1cc(F)ccc1NCC(=O)Nc1ccccc1Br	-14	4	-11	-1	6	-20	-4	-1	-1
24	O=C(CSc1nc(Nc2ccccc2)nc(N2CCOCC2)n1)Nc1ccccc1Cl	-21[20 µM]	4	-10	-1	8	1	0	-12	4
25	CC(C)c1ccc(-c2nnc(N)s2)cc1	-11	1	-14	-6	10	58*	0	-7	8
26	CCN(CC)CCNCc1ccc(OCc2ccc(Cl)nc2)c(OC)c1	-8	1	5	-6	13	20	-1	-3	3
27	COc1ccc(NS(=O)(=O)c2ccc(NC(=S)NC(=O)CC(C)C)cc2)cc1	-12[20 µM]	5	-9	-16	17	5	-2	13	-1
28	COc1cc(C(=O)OCC(=O)NC(=O)C2CCCCC2)ccc1OC(F)F	-10	3	1	-5	8	3	2	-1	6
29	O=C(Cc1cnc2ncnn2c1)N1CCc2c([nH]c3ccccc23)C1c1ccccn1 (stereo unspecified)	-14	0	-10	-8	4	-12	3	-4	5
30	O=C1C2CCCCN2C(=O)N1CCCCN1CCN(c2ccc([N+](=O)[O-])cc2)CC1 (stereo unspecified)	-12[20 µM]	-2	4	-1	18	18	-3	-20	3
31	O=C(Nc1ccccc1)c1ccc(NCC2CCCO2)c(S(=O)(=O)N2CCOCC2)c1 (stereo unspecified)	-26[20 µM]	-1	-1	-7	9	23	0	-10	5
32	O=C1NC(c2cccc([N+](=O)[O-])c2)=CCN1c1ccccc1O	-16	3	9	-2	9&10	5	0	-1	-1
33	CSc1ccc(CN2CCN(C3CCCC3)C(CCO)C2)cc1 (stereo unspecified)	-26	6	10	4	6	3	3	-11	9
34	COC(=O)C(Cc1ccc(OC(=O)c2ccccc2Cl)cc1)N1Cc2ccccc2C1=O (stereo unspecified)	-7	-4	-10	-5	6	7	-3	-3	0
35	CC(=O)Nc1ccc(/C=C(\C#N)C(=O)NC2CCCCC2)cc1	-17	2	-9	3	5	25	2	-43	8
36	S=C(NC1CCCCCC1)NC1CCCC1	-30	2	-2	4	10	0	2	-3	8
37	C=CCN1C(=O)/C(=C\c2ccc(Oc3nc(N4CCOCC4)nc(N4CCOCC4)n3)c(OC)c2)SC1=S	-8	-1	-15	-6	4	.	4	-7	4
38	Cc1ccc(-c2nnc(CCC(=O)NCC3C4CC5CC(C4)CC3C5)o2)s1 (stereo unspecified)	-27	0	-7	-6	8	-8	1	-12	4
39	COCCNC(=S)N/N=C/c1c(C)[nH]c2ccccc12	24	3	-5	5	7	18	-1	-59	5
40	Nc1cc(=O)[nH]c(SCC(=O)Nc2ccc(S(=O)(=O)N3CCCCC3)cc2)n1	-27	6	-7	-4	14&5	36	-2	2	7
41	CCn1c(=S)[nH]c2nc3c(cc2c1=O)CCCC3	-18[20 µM]	1	-18	-1	4	12	0	-8	-1
42	COc1ccc(/C=N/N(Cc2ccccc2)c2ccccc2)cc1O	-8	8	-11	-5	4	10	3	-19	7
43	CC1(C)CC(=O)C2=C(C1)OC(N)=C(C#N)[C@@]21C(=O)N(CC(N)=O)c2ccccc21	-19	2	-12	-4	7	31	-3	3	0
44	O=C(Nc1ccc(N2CCOCC2)nc1)c1ccc(F)cc1	-13[20 µM]	-1	-10	-7	5	16	0	-5	0
45	Cc1c(C(=O)/C=C/N(C)C)nnn1-c1ccc(Cl)c(Cl)c1	-8	6	0	-4	7	-12	1	-16	-3
46	CCOc1ccc2nc(SCC(=O)NC3CCS(=O)(=O)C3)[nH]c2c1 (stereo unspecified)	-8	4	-5	-5	15	4	-4	6	-1
47	COc1ccc(Oc2ccc(C(F)(F)F)cc2NC(=O)c2ccc(C)cc2)cc1	-11	-8	-23	-13	3	23	0	-5	-3
48	CC(C)(C)OC(=O)[C@H](Cc1ccccc1)NC(=O)c1nc[nH]c1C(=O)NC1CCN(C(=O)OC(C)(C)C)CC1	-14	-4	.	-3	11	-14	-2	-12	1
49	Cc1nc2scc(-c3ccccc3)c2c(=O)o1	-35	-1	-1	-10	10	-7	2	-6	8
50	Cn1c(-c2ccc(F)cc2)cnc1SCC(=O)NCc1ccco1	-13	1	-5	0	10&8	29	1	-1	5

# Five entries drawn at random from the list so far:
No.	compound	Furin inh	p97 ATPase inh	p47phox inh	RBBP9 inh	PGE2 EP2 inh	PPC-1+TRAIL kill	Ba/F3 V617F tox	TbHK1 inh	BaF3 parental
48	CC(C)(C)OC(=O)[C@H](Cc1ccccc1)NC(=O)c1nc[nH]c1C(=O)NC1CCN(C(=O)OC(C)(C)C)CC1	-14	-4	.	-3	11	-14	-2	-12	1
40	Nc1cc(=O)[nH]c(SCC(=O)Nc2ccc(S(=O)(=O)N3CCCCC3)cc2)n1	-27	6	-7	-4	14&5	36	-2	2	7
45	Cc1c(C(=O)/C=C/N(C)C)nnn1-c1ccc(Cl)c(Cl)c1	-8	6	0	-4	7	-12	1	-16	-3
43	CC1(C)CC(=O)C2=C(C1)OC(N)=C(C#N)[C@@]21C(=O)N(CC(N)=O)c2ccccc21	-19	2	-12	-4	7	31	-3	3	0
44	O=C(Nc1ccc(N2CCOCC2)nc1)c1ccc(F)cc1	-13[20 µM]	-1	-10	-7	5	16	0	-5	0

# Other structures.
No.	compound	Furin inh	p97 ATPase inh	p47phox inh	RBBP9 inh	PGE2 EP2 inh	PPC-1+TRAIL kill	Ba/F3 V617F tox	TbHK1 inh	BaF3 parental
51	O=C(NC1(O)C(=O)c2ccccc2C1=O)c1ccccc1	-19	9	-4	-6	13	10	-4	3	6
52	C1CCc2c(nc3nnnn3c2N2CCOCC2)C1	-14	-2	-1	-5	13	1	3	-1	1
53	CCOC(=O)CSc1nc2c(sc(=S)n2-c2ccc(OCC)cc2)c(=O)[nH]1	-22	1	-6	-10	14	14	0	-11	7
54	COc1ccccc1C1c2c(oc3ccc(Cl)cc3c2=O)C(=O)N1c1cc(C)on1 (stereo unspecified)	-18[20 µM]	4	.	-4	.	.	-2	0	-1
55	O=C(C1=C[C@@H](c2ccc(Br)cc2)C[C@@H](OCc2ccc(CO)cc2)O1)N1CCN(Cc2ccccc2)CC1	-23	2	.	-7	11	10	-1	-16	-2

# 6 of the entries above in order of their number in p47phox inh, highest first.
no. | Compound | p47phox inh
31 | O=C(Nc1ccccc1)c1ccc(NCC2CCCO2)c(S(=O)(=O)N2CCOCC2)c1 (stereo unspecified) | -1
5 | O=C(CNCc1ccccn1)Nc1cc(C(F)(F)F)ccc1N1CCOCC1 | -2
2 | O=C(CCNS(=O)(=O)c1ccc(Cl)cc1)N1CCC2(O)CCCCC2C1 (stereo unspecified) | -4
53 | CCOC(=O)CSc1nc2c(sc(=S)n2-c2ccc(OCC)cc2)c(=O)[nH]1 | -6
24 | O=C(CSc1nc(Nc2ccccc2)nc(N2CCOCC2)n1)Nc1ccccc1Cl | -10
23 | Cc1cc(F)ccc1NCC(=O)Nc1ccccc1Br | -11

# The list is partial; count on the stated rates, not on these rows.
